SKBR3 24h inh – SK-BR-3 proliferation inhibitors, primary screen, cell-based, human, 24 h; SK-BR-3 viability, CellTiter-Glo ATP luminescence; active compounds read low; viability, % at 10 µM; 41,000 tested, 0.47% active;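 active = viability at or below the median of all test compounds minus 3 SD, in both replicates if run twice, cut at about 45% in these data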;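 also: 100% = median untreated cell wells and 0% = median positive control drug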
Numbers without * were called inactive; & = joins results of further samples. This is a subset, so the mix of outcomes need not match the whole.

The opening 3 records (preview)
Compound | SKBR3 24h inh
CCOc1ccccc1N=C1SCCCN1C | 96
O=C1CC(N2CCC(n3c(=O)[nH]c4ccccc43)CC2)C(=O)N1Cc1ccccc1 (stereo not given) | 99
OC(Cc1ccccc1)(c1ccccc1)C1CN2CCC1CC2 (stereo not given) | 84

Main list, previewed entries included:
Compound | SKBR3 24h inh
CCOc1ccccc1N=C1SCCCN1C | 96
O=C1CC(N2CCC(n3c(=O)[nH]c4ccccc43)CC2)C(=O)N1Cc1ccccc1 (stereo not given) | 99
OC(Cc1ccccc1)(c1ccccc1)C1CN2CCC1CC2 (stereo not given) | 84
O=C(Cc1ccc(Br)cc1)N1CCN(Cc2ccccc2)CC1 | 92
O=P1(NC2CCCC2)COc2ccccc2OC1 | 82
CC1(C)CN=C(NCc2ccccc2Cl)S1 | 83
CN1CCC(OC(=O)C2c3ccccc3Oc3ccccc32)CC1 | 95
CC(C)C[C@H](NC(=O)[C@@H]1CCCN1C(=O)[C@@H](N)Cc1ccc(O)cc1)C(=O)NCC(N)=O | 103
C[C@H]1CCCC(=O)CCC/C=C/c2cc(O)cc(O)c2C(=O)O1 | 103
O=c1[nH]c(=O)n(C2CCCCCC2)c(O)c1C=NCC1CCCO1 (stereo not given) | 87
CCCCn1c(=O)c(C(=O)NCc2ccncc2)c(O)c2ccccc21 | 103
CCC(C)(C)n1nnnc1C(c1cccs1)N1CC=C(c2ccc(F)cc2)CC1 (stereo not given) | 85
O=C1NC(=O)C(C/C=C/c2ccccc2)C(=O)N1 | 88
CN1C(=O)N(C)C(=O)C2(Cc3c(nc4ccccn4c3=O)N3CCC(Cc4ccccc4)CC32)C1=O (stereo not given) | 91
CCn1c(O)c(C(=O)CC2NCCc3ccccc32)c(=O)n(CC)c1=S (stereo not given) | 3.2*
O=C1CC[C@@]2(O)[C@H]3Cc4ccc(O)c5c4[C@@]2(CCN3CC2CC2)[C@H]1O5 | 83
O=c1[nH]c(=O)n(-c2cccc(Cl)c2)c(O)c1/C=N/c1ccccn1 | 113
Cc1ccc2c(c1)C1CN(C)CCC1N2C(=O)Cc1cccs1 (stereo not given) | 86
CC(=NCc1cccnc1)c1c(O)n(-c2ccc(C)cc2)c(=O)[nH]c1=O | 99
O=c1cccc2n1CC1CC2CN(c2ncnc3c2cnn3-c2ccccc2)C1 (stereo not given) | 67
CCOC(=O)c1c(N)n(Cc2ccco2)c2nc3ccccc3nc12 | 79
Cc1nnc(SCc2nc3ccccc3c(=O)n2-c2ccccc2Cl)n1N | 112
O=C(CCCN1CCC2(CC1)C(=O)NCN2c1ccccc1)c1ccc(F)cc1 | 99
Cc1c(C(=O)N2CCC3(CC2)OCCO3)oc2ccccc12 | 100
O=C1C2CCCN2C(c2cccs2)N1c1ccccn1 (stereo not given) | 66
COC(=O)c1ccc(CN2CCN(Cc3ccccc3)CC2)cc1 | 102
Cc1cccc(C2=NCC(=O)N(CC(=O)NCc3ccco3)c3sc4c(c32)CCCC4)c1 | 65
CCOC(=O)c1c(C)n(COCCO)c2ccc(O)cc12 | 95
O=C1NC(=O)N(C2CCCCC2)C(=O)C1C1c2ccccc2C(=O)N1Cc1ccccc1 (stereo not given) | 95
C=CCn1c(O)c(C(C)=NCc2cc(OC)cc(OC)c2)c(=O)[nH]c1=O | 38*
O=C(c1cc2c(s1)CCCC2)N1CCC2(CC1)OCCO2 | 76
CC(C)n1nnnc1CN1CCN(C)CC1 | 105
O=C(Cc1ccccc1)N1CCN(Cc2c[nH]c3ccccc23)CC1 | 91
Cc1cc(OCC(=O)Nc2cc(C)nn2-c2ccccn2)c2c3c(c(=O)oc2c1)CCC3 | 81
C#C[C@]1(O)CC[C@H]2[C@@H]3CCC4=CC(=O)CC[C@]4(C)[C@H]3CC[C@@]21C | 113
CN(C)CCN=Cc1c(O)n(C2CCCCCC2)c(=O)[nH]c1=O | 96
COC1=CC(=O)OC(/C=C/c2ccccc2)C1 (stereo not given) | 88
CCC(=NCc1ccco1)c1c(O)n(-c2ccccc2)c(=O)[nH]c1=O | 84
COc1ccc(P2(=O)Nc3ccccc3N2)cc1 | 77
O=P(/C(=N/O)N1CCOCC1)(N1CCOCC1)N1CCOCC1 | 95
CCCC(C)C1C(C#N)=C(N)Oc2c1c(=O)oc1ccccc21 (stereo not given) | 94
CC(=NCC1CCCO1)c1c(O)n(-c2ccc(Cl)cc2)c(=O)[nH]c1=O (stereo not given) | 107
CN(C)C1(c2nnnn2CCOC(=O)Nc2ccc(Cl)cc2)CCCCC1 | 78
CCCSP1(=S)NCCCO1 (stereo not given) | 93
CN1CCN(CCC(C#N)(c2ccccc2)c2ccccc2)CC1 | 78
Cn1c(C(=O)O)c(CC(=O)N2CCN(Cc3ccccc3)CC2)c2ccccc21 | 95
CCN(c1ccc(C(O)(C(=O)OC)C(F)(F)F)cc1)S(=O)(=O)c1ccccc1 (stereo not given) | 109
O=C(Cc1ccccc1)N1CCN(C2CCCC2)CC1 | 88
Cc1cccc(-n2c(O)c(C=NCCCN3CCOCC3)c(=O)[nH]c2=O)c1C | 91
C=CCOC(=O)C1=C(C)OC(N)=C(C(=O)OCC)C12C(=O)N(CC(N)=O)c1ccccc12 (stereo not given) | 76
CCCCn1c(O)c(C(C)=NCCN2CCCCC2)c(=O)[nH]c1=O | 100
CC(=O)Nc1ccc(OC(=O)N(C)c2ccccc2)cc1 | 97
O=c1[nH]c(=O)n(C2CCCCCC2)c(O)c1C=NCCCN1CCOCC1 | 105
COc1cccc(OCC(=O)N2CCN(C)CC2)c1 | 110
Nc1ncc(P(=S)(N2CCOCC2)N2CCOCC2)s1 | 113
N#Cc1cc2c(nc1SCC(=O)Nc1ccc(Cl)cc1)C1CCN2CC1 | 112
Cc1sc2ncn(CC(=O)N3CCC4(CC3)OCCO4)c(=O)c2c1C | 81
COc1ccc2c(c1)c(C(=O)O)c(C)n2CC(C)C | 87
O=C1NCCN2CCCC12 (stereo not given) | 96
COc1ccccc1CN1CCCCC1c1cccnc1 (stereo not given) | 99

The results go on:
Compound | SKBR3 24h inh
CC1(C)CC2(CCO1)NCCN1C(=O)CSC12 (stereo not given) | 79
CCOCCN1CCC(OC(C)=O)C(C)C1 (stereo not given) | 90
Cc1ccc(C)c(C2(O)CC(C)N(C)CC2C)c1 (stereo not given) | 102
COc1ccccc1-n1c(O)c(C=NCc2ccc3c(c2)OCO3)c(=O)[nH]c1=O | 99
CN1CCN(CC(=O)Nc2ccc(Cl)cc2C(=O)c2ccccc2)CC1 | 75
Cc1nc2cc(C(F)(F)F)ccc2n1C1CCN(Cc2nnnn2Cc2cccs2)CC1 | 78
CCc1ccc(OCCCN=C(C)c2c(O)n(C)c(=O)n(C)c2=O)cc1 | 72
Clc1ccc(COC(Cn2ccnc2)c2ccc(Cl)cc2Cl)cc1 (stereo not given) | 103
Cc1ccc(-n2c(O)c(C=Nc3ccccc3N)c(=O)[nH]c2=O)cc1C | 91
Cc1nn(C2CCOC(C)(C)C2)c2c1C(c1ccc3c(c1)OCO3)SCC(=O)N2 (stereo not given) | 86
O=C(CCc1nc(-c2ccccc2F)no1)N1CCC2(CC1)OCCO2 | 86
CN(C)c1ccc(CN2CC=C(c3ccc(F)cc3)CC2)cc1 | 73
CCN(CC)CCCC(C)N=C(c1ccccc1)c1c(O)n(C)c(=O)n(C)c1=O (stereo not given) | 93
CCCCC1(CN2CCCC2=O)C(=O)NC(=O)NC1=O | 103
O=C(Cc1ccccc1)Oc1ccccc1N1C(=O)CCC1=O | 104
CN1CCN(C(=O)Cc2nc3ccccc3[nH]2)CC1 | 79
O=C(c1cc(-c2cccnc2)nc2ccc(Cl)cc12)N1CCC2(CC1)OCCO2 | 74
CN1CCC(N(C)c2nc(-c3ccccc3)nc3ccccc23)CC1 | 91
CC(C)n1cc(C(=O)N(CC(=O)NC2CCCC2)Cc2ccccc2)cn1 | 86
c1ccc2oc(N3CCNCC3)nc2c1 | 104
O=C(C1CC(=O)N(C2CCCCC2)C1)N1CCC2(CC1)OCCO2 (stereo not given) | 115
CCCCP(=O)(O)c1ccccc1 | 92
CCOC(=O)c1c(C)n(Cc2ccccc2)c2ccc(OCC(O)CN3C(=O)CNC3=O)cc12 (stereo not given) | 85
C=CCn1c(O)c(C(CC)=NCCCO)c(=O)[nH]c1=O | 44*
O=c1c2ccccc2nc(CN2CCCCCC2)n1-c1ccc(F)cc1 | 96
CC(=O)N1CCC2(CC1)CC(=O)c1cc(OCC(=O)N3CCN(C)CC3)ccc1O2 | 77
CCCC(C)n1[nH]c(=O)c2c1NC(=O)CSC2c1ccc(OC)c(OC)c1 (stereo not given) | 89
CC1=CC(=O)C2=C(C)CC(O)C3C(C)C(=O)OC3C12 (stereo not given) | 80
O=C(Nc1cccnc1)c1c(O)c2c(n(Cc3ccccc3)c1=O)CCCC2 | 79
CCCCn1c(O)c(C(CC)=Nc2ccc(OCC)cc2)c(=O)[nH]c1=O | 79
CN(C)C(=O)Oc1ccc(OC(=O)N(C)C)cc1 | 102
Nc1ccccc1N=Cc1c(O)n(CCC2=CCCCC2)c(=O)[nH]c1=O | 86
CC(C(N)=O)N1CC(c2ccc(Cl)cc2)CC1=O (stereo not given) | 93
Cc1cccc(NC(=O)CSc2nnc([C@@H](N)Cc3c[nH]c4ccccc34)o2)c1C | 88
CC(=O)Nc1ccccc1OC(=O)N(C)C | 99
CCOP(=O)(C#CC(C)(C)C)C(O)(c1ccccc1)C(F)(F)F (stereo not given) | 83
CC12CN3CC(c4ccccc4)(CN(C1)C31CCCCC1)C2=O | 98
FC(F)(F)/C(=N\P(=S)(N1CCOCC1)N1CCOCC1)N1CCOCC1 | 109
CCCC1(CCC)C(=O)NC(=NCc2ccccc2)NC1=O | 79
CN(C(=O)Oc1cccc2cccnc12)c1ccccc1 | 93
NCC1(CC(=O)O)CCCCC1 | 105
O=C(CCn1c(=O)oc2ccccc21)N1CCC2(CC1)OCCO2 | 101
CCOC(=O)c1c(N)n(CCCOC(=O)c2ccco2)c2nc3ccccc3nc12 | 94
Cc1nn(-c2ccccc2)c(Cl)c1C1C(C#N)=C(N)Oc2c1c(=O)oc1ccccc21 (stereo not given) | 89
CCOC(=O)C(O)(c1ccc(NC(=O)c2ccco2)c(OC)c1)C(F)(F)F (stereo not given) | 77
CCCCCP(=O)(O)c1ccccc1 | 103
Cc1ccc2cccc(OC(=O)N3CCCC3)c2n1 | 100
CCC(C)N1C(=O)NC(=O)C2(Cc3cc(C)ccc3N(C)C2)C1=O (stereo not given) | 91
CC(=NCCC1=CCCCC1)c1c(O)[nH]c(=O)[nH]c1=O | 97
Cc1ccc2nc(-c3ccncc3)cc(C(=O)N3CCC4(CC3)OCCO4)c2c1 | 84
CCOC(=O)C1SC2(C(F)(F)F)CC1(O)c1c(C)cc(C)nc1O2 (stereo not given) | 91
CN1CCN(c2ccc(C(N)=O)cc2N)CC1 | 75
CCOC(=O)N(c1ccccc1)P1(=S)OCCO1 | 93
CC1N(O)C2CCCCCC2N1O (stereo not given) | 109
Cc1ccc2c(c1)CC1(CN2C)C(=O)NC(=O)N(c2cc(C)ccc2C)C1=O (stereo not given) | 84
CC(C)c1ccc(O)c(CN2CCN(c3ccccc3)CC2)c1 | 58
COCCOC(=O)C1=C(N)Oc2c(c(=O)oc3ccccc23)C1c1ccncc1 (stereo not given) | 100
Cc1ccc2c(c1)C(c1ccccc1)NCC(=O)N2 (stereo not given) | 93
O=C1NC(=O)C(CCc2ccncc2)(C2CCCCC2)C(=O)N1 | 101
CCOC(=O)C1=C(N)Oc2cc(C)oc(=O)c2C12C(=O)N1c3c(cccc32)C(C)CC1(C)C (stereo not given) | 96

A draw from above in order of formula weight, falling:
Compound | SKBR3 24h inh
Cc1nn(-c2ccccc2)c(Cl)c1C1C(C#N)=C(N)Oc2c1c(=O)oc1ccccc21 (stereo not given) | 89
CCOC(=O)C1SC2(C(F)(F)F)CC1(O)c1c(C)cc(C)nc1O2 (stereo not given) | 91
CCCCCP(=O)(O)c1ccccc1 | 103
CC1N(O)C2CCCCCC2N1O (stereo not given) | 109

More results:
Compound | SKBR3 24h inh
COC(=O)CC1=C(C(=O)OC)C2(C(=O)N(C)c3ccccc32)C(C#N)=C(N)O1 (stereo not given) | 87
COC(=O)C(C)Oc1cc(C)cc2oc(=O)c3c(c12)CCCC3 (stereo not given) | 83
COc1ccc(OC)c([C@@H](O)[C@H](C)NC(C)(C)C)c1 | 98
CN1C(=O)C(Cc2c[nH]c3ccccc23)C(=O)N(C)C1=O | 91
CC1CN(O)C2CCc3nonc3C12O (stereo not given) | 93
CC(C)c1ccc(OCC(=O)N2CCN(C)CC2)c(Br)c1 | 97
COc1ccc(CCn2c(O)c(C=NC3CC3)c(=O)[nH]c2=O)cc1OC | 115
OC12Oc3ccccc3C=C1N1CCC2CC1 (stereo not given) | 94
CN1CCN(C(=O)OC2c3nccnc3C(=O)N2c2ccc(Cl)cn2)CC1 (stereo not given) | 89&84
CC1CCCC(C2(O)C(=O)Nc3ccccc32)C1=O (stereo not given) | 102
CCCCn1c(O)c(C(C)=NC(Cc2c[nH]c3ccccc23)C(=O)OC)c(=O)[nH]c1=O (stereo not given) | 86
CC(C)(C)c1ccc(O)c(CN2CCN(c3ccccc3)CC2)c1 | 81
CN(C)[C@@H]1C(=O)C(C(N)=O)=C(O)[C@@]2(O)C(=O)C3=C(O)c4c(O)cccc4[C@@](C)(O)[C@H]3C[C@@H]12 | 98

Look-ups from the list.
SKBR3 24h inh result of OC12Oc3ccccc3C=C1N1CCC2CC1 (stereo not given) = 94
SKBR3 24h inh result of CN1C(=O)C(Cc2c[nH]c3ccccc23)C(=O)N(C)C1=O = 91
SKBR3 24h inh result of CC1CCCC(C2(O)C(=O)Nc3ccccc32)C1=O (stereo not given) = 102
SKBR3 24h inh result of CCCCn1c(O)c(C(C)=NC(Cc2c[nH]c3ccccc23)C(=O)OC)c(=O)[nH]c1=O (stereo not given) = 86

Source: PubChem
